Tau fluor counter: Counterscreen qHTS for Inhibitors of Tau Fibril Formation, Fluorescence Polarization. tau K18 P301L Alexa594 fluorescence, heparin fibrillization. Potency, µM (doses to about 57.7 µM), without a hit: at the top dose activity change, negative = decrease. 0.93% of 280,000 active; also: % is scaled to controls: 0 for no effect and ±100 for the full control effect; nearly all actives have a fitted effect of over 55% in size
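Human tau K18 P301L (15 uM unlabeled, 0.24 uM Alexa 594-labeled) in 100 mM sodium acetate pH 7 with 20 uM heparin, 6 hr at 37 C. ThT 30 uM added, 1 hr ambient; Alexa 594 FP and total fluorescence read at 555/632 nm.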
KDM4E inh: qHTS Assay for Inhibitors of Human Jumonji Domain Containing 2E (JMJD2E); JMJD2E catalytic domain, FDH-coupled NADH fluorescence (FDH is formaldehyde dehydrogenase); Potency, µM (highest dose often 57.1 µM), inactives show top-dose activity change, negative = inhibition, usual class: inhibitors; 1.6% of 230,000 active; AID 2147, 2009; active = well fitted inhibition curve with a large enough effect, not every such curve was filed as active; inconclusive = small, poorly fitted or top-dose-only effect, or another doubt; inactive = no such curve, though single readings can be large or run the other way;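 also: 0% = wells with enzyme and -100% = buffer wells without enzyme; nearly all actives have a fitted effect of over 50% in size; many of its hits are not listed in these tables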
Tau fibril FP: qHTS for Inhibitors of Tau Fibril Formation, Fluorescence Polarization | K18 P301L tau heparin fibrillization, Alexa594 FP, 6 h | Microtubule-associated protein tau (Homo sapiens), P10636 | Potency, µM (titrated, usually from 57.7 µM), for inactives: at the top dose activity, negative = inhibition, hits mostly inhibitors | 0.39% of 280,000 active; also: % is scaled to controls: 0 for no effect and ±100 for the full control effect; nearly all actives have a fitted effect of over 55% in size
Target sequence (P10636 561-689 P618L limits assumed): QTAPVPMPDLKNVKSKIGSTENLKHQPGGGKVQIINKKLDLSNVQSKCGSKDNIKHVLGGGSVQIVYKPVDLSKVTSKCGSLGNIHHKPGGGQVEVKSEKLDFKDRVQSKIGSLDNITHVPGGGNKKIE
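FP of Alexa 594-tau after heparin (20 uM) induction. Substrate: human K18 P301L, 15 uM unlabeled, 0.24 uM labeled. Buffer 100 mM sodium acetate pH 7. 6 hr, 37 C.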
Tau fibril ThT: qHTS for Inhibitors of Tau Fibril Formation, Thioflavin T Binding. recombinant tau K18 P301L (four-repeat tau fragment), heparin-induced fibrillization, ThT fluorescence. Potency, µM (doses to about 57.4 µM), for the others: top-dose activity, negative = inhibition, usual class: inhibitors. 2.1% of 270,000 active. AID 1460, 2008; also: % is scaled to controls: 0 for no effect and ±100 for the full control effect; nearly all actives have a fitted effect of over 55% in size
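Aggregation was driven by heparin (20 uM final) acting on recombinant tau […] bearing P301L in 100 mM sodium acetate pH 7; fibrils were detected with Thioflavin T.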
HTT ATP protect: qHTS Multiplex Assay to Identify Dual Action Probes in a Cell Model of Huntington: Cytoprotection (ATP). PC12 HTT-Q103 induced, cytoprotection, ATP luminescence, 40 h. AID 1471, 2008. 0.14% of 230,000 active. Potency, µM (highest dose often 56.4 µM), for the others: cytoprotection (ATP increase), usual class: activators;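 also: % of control where 0% means no effect; nearly all actives have a fitted effect of over 45% in size; toxic huntingtin expression switched on by the ecdysone agonist tebufenozide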
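Compounds added alongside 100 nM tebufenozide, which induces toxic Q103 huntingtin exon 1-GFP in stable PC12 cells; surviving cells quantified by luminescent ATP measurement. Medium: phenol red-free DMEM, 5% equine and 5% calf serum.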
HTT aggregate: qHTS Multiplex Assay to Identify Dual Action Probes in a Cell Model of Huntington: Aggregate Formation (GFP); AID 1688, 2009; Potency, µM (series often up to 46.1 µM), for inactives: at the highest dose activity change, negative = inhibition, actives largely listed as inhibitors; PC12 HttQ103-GFP aggregates, Acumen cytometry, 40 h; 1.1% of 220,000 active; also: % is scaled to controls: 0 for no effect and ±100 for the full control effect; nearly all actives have a fitted effect of over 60% in size
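Ecdysone-promoter PC12 model expressing HTT exon 1 Q103 fused to GFP, induced by tebufenozide at 100 nM final. Compounds titrated; aggregates sized 1–25 µm scored on a 488 nm laser cytometer.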
ALDH1A1 block: qHTS Assay for Inhibitors of Aldehyde Dehydrogenase 1 (ALDH1A1). Aldehyde dehydrogenase 1A1 (Homo sapiens), P00352. Purified ALDH1A1, NADH fluorescence, propionaldehyde substrate. Potency, µM (titrated, usually from 75.3 µM), without a hit: at the top dose activity, negative = inhibition, hits mostly inhibitors. 7.3% of 220,000 active; active = well fitted inhibition curve with a large enough effect, not every such curve was filed as active; inconclusive = small, poorly fitted or top-dose-only effect, or another doubt; inactive = no such curve, though single readings can be large or run the other way;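 also: plate controls were no enzyme wells and a reference inhibitor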
Target sequence (P00352 whole entry, looked up): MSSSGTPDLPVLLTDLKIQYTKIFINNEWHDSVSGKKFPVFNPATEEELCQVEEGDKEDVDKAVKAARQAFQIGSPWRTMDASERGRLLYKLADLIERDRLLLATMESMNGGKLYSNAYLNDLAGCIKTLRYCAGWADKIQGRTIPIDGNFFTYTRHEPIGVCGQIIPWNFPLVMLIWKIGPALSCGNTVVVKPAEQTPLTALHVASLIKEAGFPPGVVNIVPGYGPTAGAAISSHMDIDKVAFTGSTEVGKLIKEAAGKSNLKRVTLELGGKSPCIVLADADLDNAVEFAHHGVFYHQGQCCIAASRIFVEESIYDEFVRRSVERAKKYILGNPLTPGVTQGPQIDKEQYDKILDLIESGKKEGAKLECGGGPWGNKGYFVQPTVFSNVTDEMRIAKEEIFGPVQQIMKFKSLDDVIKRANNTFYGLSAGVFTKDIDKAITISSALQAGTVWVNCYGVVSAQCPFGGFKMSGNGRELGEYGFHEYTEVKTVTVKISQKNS
SMN2 splice up: qHTS Assay for Enhancers of SMN2 Splice Variant Expression | 2.8% of 210,000 active | Potency, µM (doses to about 46.1 µM), for inactives: at the top dose activity change, positive = activation, usual class: activators | HEK293 SMN2-luciferase splicing reporter, luminescence, 30-36 h; also: % of control where 0% means no effect; nearly all actives have a fitted effect of over 55% in size
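qHTS luciferase splicing reporter: luminescence rises when SMN2 exon 7 is included in transfected HEK293 cells. Compound exposure lasted 30-36 h at 37C, with 4.5 mM final sodium butyrate as control, followed by a ONE-Glo read.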
An asterisk follows results filed as active; ? = inconclusive; · = no result given; [ ] = dose if it differs, or a comment. Unless noted, calls follow the shape of the dose curve; as a rule, active = well fitted curve in the direction sought with a large enough effect; inconclusive = small, poorly fitted or top-dose-only effect, or another doubt; inactive = no such curve, though single readings can be large; an effect the other way counts as inactive or inconclusive. Potency is read from the fitted curve at half-maximal effect.

[1] Cc1ccccc1C1NC(=O)Cc2ccccc21 (stereo unspecified)
[2] O=C(CCn1cnc(-c2ccccc2)c1-c1ccccc1)N/N=C/c1ccc(O)cc1
[3] O=C(CC(=O)c1ccccc1O)c1ccc(F)cc1
[4] Cc1cccc(C(=O)Nc2ccc(C(=O)/C=C/c3cccnc3)cc2)c1
[5] CNC(=S)N(CCc1c(C)[nH]c2ccc(C)cc12)Cc1cccs1
[6] CC(Oc1ccccc1)C(=O)Nc1oc(-c2ccco2)c(-c2ccco2)c1C#N (stereo unspecified)
[7] N#Cc1ccc(S(=O)(=O)NC2CCN(Cc3ccccc3)CC2)cc1
[8] CC(C)c1ccc(NC(=O)C2CCCCC2C(=O)O)cc1 (stereo unspecified)
[9] O=[N+]([O-])c1ccc(F)c(N=Cc2ccc(Br)s2)c1
[10] Cc1ccccc1C(=O)N=c1sccn1C
Screen / compound no. | 1 | 2 | 3 | 4 | 5 | 6 | 7 | 8 | 9 | 10
Tau fluor counter | -2% | ? | ? | -2% | 20µM*[quencher] | ? | -10% | 7% | 3% | -6%
KDM4E inh | -6% | -10% | -26% | -5% | -13% | ? | 1% | 4% | 1% | 1%
Tau fibril FP | -2% | ? | ? | ? | 6% | -6% | -3% | 4% | 6% | 0%
Tau fibril ThT | -17% | -13% | ? | ? | ? | ? | -2% | -5% | -3% | -5%
HTT ATP protect | 0% | -3%[10 µM] | 12%[10 µM] | 10%[10 µM] | -6% | -4%[10 µM] | 6%[10 µM] | 35%[10 µM] | -11%[10 µM] | 12%
HTT aggregate | -13% | 20% | ? | 2% | ? | -3% | 1%[9.22 µM] | -6% | -5% | 8%
ALDH1A1 block | 3% | ? | -6% | -4% | 1% | ? | · | -7% | -8% | 0%
SMN2 splice up | -13% | 4% | -47%[inhibitor] | 26% | -14% | -9%[1.84 µM] | · | 21% | 6% | -10%

Rewritten tab-delimited: entries from further up
entry	mol	Tau fluor counter	KDM4E inh	Tau fibril FP	Tau fibril ThT	HTT ATP protect	HTT aggregate	ALDH1A1 block	SMN2 splice up
9	O=[N+]([O-])c1ccc(F)c(N=Cc2ccc(Br)s2)c1	3%	1%	6%	-3%	-11%[10 µM]	-5%	-8%	6%
1	Cc1ccccc1C1NC(=O)Cc2ccccc21 (stereo unspecified)	-2%	-6%	-2%	-17%	0%	-13%	3%	-13%
10	Cc1ccccc1C(=O)N=c1sccn1C	-6%	1%	0%	-5%	12%	8%	0%	-10%
4	Cc1cccc(C(=O)Nc2ccc(C(=O)/C=C/c3cccnc3)cc2)c1	-2%	-5%	?	?	10%[10 µM]	2%	-4%	26%
3	O=C(CC(=O)c1ccccc1O)c1ccc(F)cc1	?	-26%	?	?	12%[10 µM]	?	-6%	-47%[inhibitor]

Other records follow:
[11] CCCCC(=O)NCCc1ccc(S(N)(=O)=O)cc1
[12] C/C=C/C(=O)OCC(=O)Nc1ccc(SC(F)F)cc1
[13] O=C(NC(NNc1ccc([N+](=O)[O-])cc1)(C(F)(F)F)C(F)(F)F)c1ccc(F)cc1
[14] CCOC(=O)CN/C=C(\C#N)c1ccc(F)cc1
[15] Cc1ccc(NC(=O)C2CC(=O)n3c(nc4ccccc43)N2)cc1C (stereo unspecified)
[16] O=C(Nc1ccc(CN2CCS(=O)(=O)CC2)cc1)c1ccc(Cl)cc1
[17] Cc1cc(C)n(C(=O)CCC(=O)Nc2ccc(C)c(C)c2)n1
[18] CCOC(=O)c1cnc(SCC(=O)Nc2cc(OC)ccc2OC)nc1N
[19] CC1=C(C(N)=O)C(c2cccc(O)c2)n2nc(CCCO)nc2N1 (stereo unspecified)
[20] CCN(CC)S(=O)(=O)c1ccc2c(c1)N(CC(=O)Nc1c(C)cc(C)cc1C)C(=O)CS2
[21] C#CCn1c(C)cc(C)c(S(=O)(=O)c2ccccc2)c1=O
[22] CC1Cc2cc(-c3csc(NC(=O)Cc4ccccc4)n3)ccc2N1S(C)(=O)=O (stereo unspecified)
[23] Cc1cccc(C2=N[C@@H](CC(C)C)CO2)c1
Screen / compound no. | 11 | 12 | 13 | 14 | 15 | 16 | 17 | 18 | 19 | 20 | 21 | 22 | 23
Tau fluor counter | 10% | 0% | ? | -7% | 0% | -7% | -5% | -16% | -12% | -6% | -1% | -30% | -3%[126 µM]
KDM4E inh | -1% | 1% | 0% | 0% | -3% | -1% | 1% | -30% | 3% | · | -23% | -4% | ·
Tau fibril FP | 1% | 4% | -19% | 0% | -6% | -5% | -6% | -8% | -10% | -8% | -10% | ? | -8%[126 µM]
Tau fibril ThT | 6% | 0% | ? | 0% | 1% | · | -7% | -17% | 0% | 8% | 5% | -2% | -6%[126 µM]
HTT ATP protect | -6%[0.074 µM] | ? | 10%[10 µM] | -13% | 24%[10 µM] | -2%[10 µM] | 17% | -11% | -20% | · | ? | -62%[inhibitor] | -31%[inhibitor][96.6 µM]
HTT aggregate | 7% | -15% | -27% | 15%[9.22 µM] | -25%[9.22 µM] | -18%[9.22 µM] | -6% | 23% | 8% | · | 14%[9.22 µM] | ? | ·
ALDH1A1 block | 9% | -8% | ? | -3% | · | · | 0% | ? | -4% | · | 8% | ? | 0%[120 µM]
SMN2 splice up | 20% | 5% | -12% | -3% | · | · | -19% | -72%[inhibitor] | 5% | 14% | ? | -76%[inhibitor] | ·

This is a subset; the hit share may differ from the screen's.
